# LmPK inh – LmPK (Leishmania mexicana) enzyme inhibition; Potency, µM (series often up to 57.5 µM), for inactives: at the highest dose activity change, negative = inhibition, most hits filed as inhibitors; Q27686; purified LmPK, Kinase-Glo ATP luminescence, 1 h; hit rate 0.37% among 290,000; AID 1721; note: potency is the fitted concentration of half-maximal effect; % is set by controls: 0 for no effect and ±100 for the full control effect
# Target sequence (Q27686 whole entry, looked up): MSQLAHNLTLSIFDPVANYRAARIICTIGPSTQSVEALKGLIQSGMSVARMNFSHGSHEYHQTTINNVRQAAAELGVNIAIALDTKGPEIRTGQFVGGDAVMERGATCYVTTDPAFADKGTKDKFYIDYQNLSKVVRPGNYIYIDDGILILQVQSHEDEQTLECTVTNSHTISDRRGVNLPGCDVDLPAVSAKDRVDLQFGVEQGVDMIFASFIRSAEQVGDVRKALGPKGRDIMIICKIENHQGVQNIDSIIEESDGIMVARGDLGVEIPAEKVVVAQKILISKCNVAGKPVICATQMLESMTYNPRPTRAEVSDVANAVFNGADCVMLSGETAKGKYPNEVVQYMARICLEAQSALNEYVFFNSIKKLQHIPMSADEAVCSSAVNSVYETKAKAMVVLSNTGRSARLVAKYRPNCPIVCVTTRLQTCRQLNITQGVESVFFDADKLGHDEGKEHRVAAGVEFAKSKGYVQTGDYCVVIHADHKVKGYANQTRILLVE
#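 0.1 nM LmPK, 0.5 mM PEP, 0.1 mM ADP; 50 mM imidazole pH 7.2, 7 mM MgCl2, 50 mM KCl; 1 h RT. Kinase-Glo luminescence readout, normalized to no-enzyme (full inhibition) and uninhibited wells.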
# CHX counter – counter-screen hit for Shiga toxin inhibitors, cycloheximide. cell reporter, cycloheximide protein synthesis inhibition counterscreen. max response, %. hit rate 12% among 300,000; in the data active = max response mostly above about 13%, no sharp cut-off; inactive = mostly below about 14%; note: read at 38.3 µM for the half of the compounds with a filed dose; 0% is about no effect
# Pf growth 48h – inhibits P. falciparum growth in the first generation, 48 h; Potency, µM (titrated, usually from 28.7 µM), for the others: top-dose activity change, negative = inhibition, most hits filed as inhibitors; P. falciparum luciferase growth in erythrocytes, 48 h; hit rate 5.9% among 310,000; note: potency is the fitted concentration of half-maximal effect; % is set by controls: 0 for no effect and ±100 for the full control effect
#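 Cell-based growth assay: transgenic P. falciparum expressing firefly luciferase, cultured in red cells within RPMI 1640 containing 0.5% w/v Albumax, 24 mM bicarbonate and gentamycin. A drop in luciferase activity indicates inhibition.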
# Tb PYK inh – inhibitors of Trypanosoma brucei pyruvate kinase; AID 624173; Q57TT1; Potency, µM (doses to about 76.8 µM), without a hit: at the top dose activity, negative = inhibition, hits mostly inhibitors; hit rate 0.12% among 410,000; TbPYK enzyme, Kinase-Glo Plus ATP luminescence, 45 min; note: potency is the fitted concentration of half-maximal effect; % is set by controls: 0 for no effect and ±100 for the full control effect; nearly all actives have a fitted effect of over 50% in size
#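 Luminescent Kinase-Glo Plus end-point after 45 min room-temperature reaction of T. brucei pyruvate kinase started with 130 uM ADP (final). Buffer TEA 50 mM pH 7.2 with KCl, MgCl2, BSA, Tween-20; titration-based qHTS with fitted concentration-effect curves.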
# AMA1 RON2 block – disrupts binding of P. falciparum AMA1 to RON2; AlphaScreen AMA1-biotinylated RON2 peptide binding; Potency, µM (highest dose often 58.2 µM), without a hit: at the highest dose activity change, negative = inhibition, actives largely listed as inhibitors; hit rate 0.2% among 360,000; AID 720542;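 note: potency is the fitted concentration of half-maximal effect; 0% = vehicle wells and -100% = peptide control; nearly all actives have a fitted effect of over 45% in size; some results filed as inactive show a strong effect at the top dose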
#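 AMA1 (3D7) with his tag at 25 nM final met compounds first, then biotinylated RON2 peptide at 25 nM; detection used donor plus acceptor beads, 10 µg/mL apiece, read by AlphaScreen after 30 min at room temperature.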
# Pf growth 96h – P. falciparum growth inhibition at 96 hours. Potency, µM (series often up to 28.7 µM), without a hit: at the top dose activity change, negative = inhibition, actives largely listed as inhibitors. hit rate 6.9% among 320,000. P. falciparum luciferase reporter growth, 96 h; note: potency is the fitted concentration of half-maximal effect; % is set by controls: 0 for no effect and ±100 for the full control effect
#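 Two-generation exposure (96 h) targets delayed-death phenotype. Reporter parasites carrying integrated firefly luciferase, in red cells at 2% hematocrit and 0.05% parasitemia final, kept at 37 C, 5% CO2; luminescence loss indicates inhibition.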
# Shiga inhibitor – Shiga toxin inhibition; Vero cells, Shiga toxin protein synthesis inhibition reporter; inhibition, % at 38.7 µM; hit rate 9.2% among 290,000; AID 2315; in the data active = inhibition mostly above about 28%, no sharp cut-off; inactive = mostly below about 43%; note: 0% is about no effect
# Starred values were filed as active, the others as inactive; ? = inconclusive; / = no result given; & = joins results of further samples; [ ] = another dose, or the depositor's remark. Unless noted, calls come from the whole dose curve; as a rule, active = well fitted curve in the direction sought with a large enough effect; inconclusive = small, poorly fitted or top-dose-only effect, or another doubt; inactive = no such curve, though single readings can be large; an effect the other way counts as inactive or inconclusive.
# Results follow in this order: LmPK inh, Shiga inhibitor, Pf growth 48h, Pf growth 96h, AMA1 RON2 block, CHX counter, Tb PYK inh
NC(=O)C1CCCN(CCc2ccccc2)C1 (centres undefined)
    -6%, -12, -19%, ?, -3%, -4, ?
CCOC(=O)N1CCC(NC(=O)c2ccccc2C(=O)O)CC1
    5%, -4, 5.9µM*, 0%, 0%, -2, 0%
Cc1ccc(C(=O)Nc2ccc(Oc3ccc(C(=O)O)c(C(=O)O)c3)cc2)cc1C
    8%, -29, -12%, /, -8%, -5, -11%
COc1cccc(CN2CCC(CO)(CC3CCCCO3)CC2)c1 (centres undefined)
    5%, -11, -20%, 9.3µM*, -8%, 2, -9%
CCc1cc(S(N)(=O)=O)cc(CC)c1NC(C)=O
    -10%, 26, 2%, -9%, -22%, -1, 0%
CCC1CCC/C1=N\NC(=O)CCC(=O)Nc1ccccc1Cl (centres undefined)
    0%, -5, -10%, -14%, 40%[activator], -5, -5%
O=C(Nc1ccccc1C(=O)NCc1cccnc1)c1cccc([N+](=O)[O-])c1
    0%, -16, -26%, 36%[activator], 1%, 6, -4%
Nc1ccc(-c2nnn(Cc3ccccc3F)n2)cc1
    1%, 55*, 59%[activator], ?, 4%, 32*, -1%
C=CCSc1nnc(NC(=O)c2ccc(NC(C)=O)cc2)s1
    3%, 27, 15%, 14%, 13%, 15*, -7%
C/C(=N/NC(=O)CC1N=C(Cc2ccccc2)NNC1=O)c1cccnc1 (centres undefined)
    0%, -5, 15%, -1%, 19%, 7, 4%
Cc1ccc(S(=O)(=O)NCc2cccnc2)cc1C(=O)N1CCCC1
    0%, 41, 27%, ?, 6%, -3, 6%
CC(NC(=O)C1CCCN(S(=O)(=O)c2cccc3nonc23)C1)c1ccccc1 (centres undefined)
    1%, -10, /, ?, -12%, 4, -3%
O=C(Nc1ccc(S(=O)(=O)N2CCOCC2)cc1)c1ccc2c(c1)S(=O)(=O)c1ccccc1C2=O
    5%, 24, 1%, ?, 11%, -4, 5%
COc1ccc(OC)c(-n2c(-c3cnccn3)n[nH]c2=S)c1
    ?, -4, /, ?, 38%[activator], -2, /
COc1cc(C(=O)O)ccc1OCC(=O)N1CCOCC1
    2%, -4, -12%, -1%, -5%, -2, -3%
CNCCCOc1ccc(Cl)cc1C(C)(C)C
    3%, -8, ?, 11%, -23%, -2, -8%
O=C(Cn1ncc2c3ccccc3n(Cc3ccccc3)c2c1=O)N1CCN(c2ccccn2)CC1
    7%, 4, ?, 16%, -1%, 4, 4%
Cc1ccccc1-c1nc2sc(C)c(C)c2c(=O)o1
    -1%, /, 17%, ?, 12%, 17*, -2%
CCN(CC1CCCN(CCc2cccc(F)c2)C1)C(=O)c1cc(C)oc1C (centres undefined)
    -13%, 10, ?, 5.2µM*, -8%, -7, -2%
COc1ccc(S(=O)(=O)Nc2ccc3oc(C)c(C(=O)O)c3c2)cc1
    21%, -4, /, 12%, -6%, -7, 3%
COC(=O)c1cc(S(=O)(=O)N2CCN(c3cccc(Cl)c3)CC2)c[nH]1
    -2%, -2, 15%, ?, 0%, -4, 1%
COc1ccccc1C(=O)Nc1cc(Cl)ccc1-n1cncn1
    -7%, 5, ?, ?, -7%, 3, 1%
COc1ccccc1C(=O)NC(=O)COC(=O)c1oc2ccccc2c1C
    /, /, -1%, -11%, -3%, /, 4%
COCCCNC(=O)CC1Oc2ccccc2NC1=O (centres undefined)
    1%, 14, 7%, 37%[activator], 20%, -2, -5%
CN(/N=C/c1ccc(N(C)C)cc1)C1=NS(=O)(=O)c2ccccc21
    -6%, 1, -16%, -1%, 5%, -4, -7%
Cc1ccc(NC(=O)c2cnn(-c3ccccc3)c2NC(=O)c2ccco2)cc1C
    3%, 16, 63%[activator], 12µM*, -3%, 20, 5%
O=C(O)C1CC=CCC1C(=O)NCc1cn2ccccc2n1 (centres undefined)
    0%, -4, 9%, -2%, 17%, -1, 0%
O=C(N/N=C/c1ccncc1)c1ccc(-n2cccc2)cc1
    -1%, -3, -23%, -27%, 14%, -2, 2%
Cc1cccc(C)c1NC(=S)N/N=C1\CC2CC=CC12 (centres undefined)
    -1%, 21, ?, 9.3µM*, 76%[activator], -1, -34%
Cc1ccc(S(=O)(=O)c2nnn(-c3cccc(F)c3)c2N)cc1
    9%[11.5 µM], 19, -12%, 176%[activator], -6%, -5, 0%
COC(=O)c1ccc(Oc2cc(C)nc(NCc3ccccc3)n2)cc1
    9%, -8, ?, 10µM*, 21%, -5, -4%
O=C(Nc1ccc(N2CCOCC2)cc1)c1ccccc1SCC(=O)N1CCCC1
    -2%, 104, -2%, -12%, 2%, 8, -6%
COc1ccccc1OCc1nc(C#N)c(N2CCC(C(N)=O)CC2)o1
    -6%, -9, -9%, ?, -10%, -3, 2%
COc1cc(/C=C/C(=O)OCC(=O)NCC(=O)Nc2cccc(C)c2C)ccc1OC(F)F
    /, /, ?, ?, 2%, /, -2%
CCn1nnnc1-c1ccc(OC)c(S(=O)(=O)Nc2ccc(S(N)(=O)=O)cc2)c1
    1%, -8, -9%, 7%, 23%, 0, -1%
O=C(COC(=O)c1cc(S(=O)(=O)N2CCCC2)ccc1O)Nc1ccc(SC(F)F)cc1
    /, /, -1%, 29%, -5%, /, -6%
Cc1ccccc1CN1C(=O)c2ccccc2Sc2ccc(C(=O)O)cc21
    0%, -15, -8%, ?, -4%, -5, 4%&2%
CS/C(=N\S(=O)(=O)c1cccs1)Nc1ccc(F)cc1
    -6%, 14, 11%, 54%[activator], -11%, 1, -9%
O=C(N/N=C/c1ccc(N2CCOCC2)o1)c1ccccc1[N+](=O)[O-]
    -8%, 14, 2%, 5%, 38%[activator], -1, ?
CCOC(=O)C1=C(C)OC(N)=C(C#N)C1c1ccc(OC)c(CSc2ccccn2)c1 (centres undefined)
    3%, 11, -19%, -4%, -2%, 5, 2%
O=C1CCCCCN1C(=O)c1ccc(C(=O)N2CCCCCC2=O)cc1
    -8%, -16, 7%, /, 3%, -11, 3%
CC(C)n1c(C(=O)OCC(=O)NCc2ccc3c(c2)OCO3)cc2sccc21
    6%, -1, -12%, -7%, -10%, -1, 3%
CC(=O)Nc1cccc(/C(C)=N/NC(=O)c2cccs2)c1
    4%, 46*, 59%[activator], 14%, 12%, 56*, 1%
COc1ccccc1CNC(=O)c1cc(C(C)=O)c[nH]1
    5%, -5, 0%, 7%, 13%, -5, -1%
Cc1cc(Cl)cc(C)c1OCCOCCNCc1ccccc1
    2%, /, ?, 15µM*, -6%, -4, 3%
CCc1noc(C)c1C(=O)OCC(=O)Nc1nc(-c2ccc(F)c(F)c2)cs1
    /, /, ?, 4%, 0%, /, 8%
COCCCNCCCCOc1c(Cl)cc(C)cc1Br
    -11%, -5, -19%, 10%, -17%, -5, -4%
Cc1ccc(-n2c(=O)c3sccc3n(CC(=O)NCc3ccco3)c2=O)cc1
    2%, 19, -2%, -3%, 3%, -2, -5%
CC(C)(C)c1ccc(OCc2ccc(C(=O)NCc3cccnc3)o2)cc1
    4%, 176*, 18%, 4%, -6%, 45*, -12%
CCN1C(=O)N[C@H](c2ccc(Br)cc2)C(C(=O)OC)=C1C
    -4%[11.5 µM], /, /, /, -1%, /, -3%

# The listing continues:
# Results follow in this order: LmPK inh, Shiga inhibitor, Pf growth 48h, Pf growth 96h, AMA1 RON2 block, CHX counter, Tb PYK inh
NS(=O)(=O)c1cc(C(=O)N2CCc3ccccc32)c(Cl)cc1Cl
    -6%, 58, 0%, /, 19%, 12, /
CC1=NN(c2ccc(Cl)cc2)C(=O)C1C(c1ccccc1O)c1c(C)[nH]n(-c2ccc(Cl)cc2)c1=O (centres undefined)
    2%, -4, -29%, ?, -5%, -2, -6%
O=C(O)c1ccc2c(c1)c1c3n2CCNC3CCC1 (centres undefined)
    0%, -3, 0%, 6%, -3%, -5, 2%
CC(C(=O)N1CCN(Cc2ccc3c(c2)OCO3)CC1)n1cc([N+](=O)[O-])cn1 (centres undefined)
    1%, -5, 9%, 3%, 12%, -5, -2%
CC(=O)Nc1ccc(NC(=O)c2ccc3c(c2)CCN3S(C)(=O)=O)cc1
    0%, 4, 0%[0.00184 µM], -8%, 6%, 1, -2%
CCOC(=O)Cc1nnc(NC(=O)CSc2ccc(C)cc2)s1
    2%, -5, 4%, 1%, 47%[activator], -1, -7%
CCOc1ccccc1/C=N/Nc1ccc(Cl)nn1
    0%, 19, /, -28%, -7%, 14, -5%
CCc1nn(C(C)C(=O)N2CCc3ccccc3C2)c(=O)c2cc3occc3n12 (centres undefined)
    11%, 23, ?, 1%, -2%, -5, -2%
CN(CC(=O)Nc1ccccc1C(F)(F)F)C(=O)CSCc1ccccc1
    /, /, 5%, 1%, -4%, /, 3%
CC(=O)O[C@]1(C(C)=O)CC[C@H]2[C@@H]3C[C@H](C)C4=CC(=O)CC[C@]4(C)[C@H]3CC[C@@]21C
    0%, 8, 13µM*, 12µM*, -3%&2%, -2, 1%&6%
CC(C)NS(=O)(=O)c1ccc(OCC(=O)NCCC2=CCCCC2)cc1
    1%, -18, -20%, /, 3%, -1, 0%
C/C(CC(=O)Nc1cc(C)ccn1)=N\NC(=O)c1ccc(C)cc1
    0%, 53*, 6%, 4%, 24%, 29*, -7%
COc1ccc(-c2c(C)c3ccc(O)cc3oc2=O)cc1OC
    8%, 8, 16%, 15%, -8%, 1, -5%
O=C(NC1CCCN(Cc2ccc(Cl)cc2)C1)c1ccoc1 (centres undefined)
    -2%, -5, 8%, ?, 1%, 0, 5%
O=C(NCCN1CCOCC1)c1csc2c1CCCC2
    3%, 9, 23%, 5%, 9%, 0, 2%
COc1ccc(NS(=O)(=O)c2ccc3c(c2)CCO3)cc1
    4%, 18, -20%, 57%[activator], 2%, -3, 4%
COc1ccccc1CN(C)C(=O)CN1CCN(CC(=O)Nc2ccccc2Cl)CC1
    /, /, ?, -58%, -9%, /, 0%
CCNc1ccc(C(=O)Nc2ccc3nc(C)sc3c2)cc1[N+](=O)[O-]
    1%, 32, ?, ?, 22%, 27*, 2%
Cn1cccc1C(=O)N1CCN(c2cccc(C(F)(F)F)c2)CC1
    7%, -12, 0%, /, -20%, -5, 0%
Cc1cccc(Cn2c(=O)n(CCCC(=O)NCc3ccco3)c(=O)c3ccccc32)c1
    1%, -15, ?, 5%, 6%, -2, -3%
O=C(COC(=O)Cc1ccc(F)cc1)Nc1ccc2[nH]c(=O)[nH]c2c1
    /, /, 2%, 3%, 1%, /, -2%
CC(=O)Nc1ccc(-c2csc(Nc3ccccn3)n2)cc1
    -2%, 52*, 157%[activator], 182%[activator], -9%, 48*, -9%
CCn1c(SCC(=O)Nc2c(C)n(C)n(-c3ccccc3)c2=O)nnc1-c1cccc(C)c1
    -9%, -7, -3%, ?, 5%, -2, -3%
CC(C)c1ccc(-n2c(O)c(C=NC(CCS(C)=O)C(=O)O)c(=O)[nH]c2=S)cc1 (centres undefined)
    0%, -3, 16%, 7%, 115%[activator], 9, -7%
Nc1nc(SCC(=O)N2CCc3ccccc32)[nH]c(=O)c1-c1ccccc1
    2%, -11, 3%, /, 12%, -4, -7%

# Compound activity as filed in PubChem.
